Screening data (PubChem)
POLK inh: blocks human DNA polymerase kappa activity. Potency, µM (doses to about 107 µM), without a hit: top-dose activity, negative = inhibition, usual class: inhibitors. 0.53% of 400,000 active. Q9UBT6. purified Pol kappa, fluorescent DNA synthesis assay, 10 min; further: potency means the concentration at half of the fitted maximal effect; on the % scale 0 is the no-effect control and ±100 the full control effect
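Here, compound and 10 nM enzyme are combined for 15 min at room temperature; adding 50 nM substrate (final) starts DNA synthesis, tracked by fluorescence at 0 and 10 min against buffer-only wells.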
Pol iota inh: inhibitors of human DNA polymerase iota. Pol iota fluorescent replication assay, 10 min. Potency, µM (doses to about 115 µM), for inactives: at the top dose activity, negative = inhibition, usual class: inhibitors. Q9UNA4. 1% of 390,000 active; further: potency means the concentration at half of the fitted maximal effect
Target sequence (Q9UNA4 whole entry, looked up): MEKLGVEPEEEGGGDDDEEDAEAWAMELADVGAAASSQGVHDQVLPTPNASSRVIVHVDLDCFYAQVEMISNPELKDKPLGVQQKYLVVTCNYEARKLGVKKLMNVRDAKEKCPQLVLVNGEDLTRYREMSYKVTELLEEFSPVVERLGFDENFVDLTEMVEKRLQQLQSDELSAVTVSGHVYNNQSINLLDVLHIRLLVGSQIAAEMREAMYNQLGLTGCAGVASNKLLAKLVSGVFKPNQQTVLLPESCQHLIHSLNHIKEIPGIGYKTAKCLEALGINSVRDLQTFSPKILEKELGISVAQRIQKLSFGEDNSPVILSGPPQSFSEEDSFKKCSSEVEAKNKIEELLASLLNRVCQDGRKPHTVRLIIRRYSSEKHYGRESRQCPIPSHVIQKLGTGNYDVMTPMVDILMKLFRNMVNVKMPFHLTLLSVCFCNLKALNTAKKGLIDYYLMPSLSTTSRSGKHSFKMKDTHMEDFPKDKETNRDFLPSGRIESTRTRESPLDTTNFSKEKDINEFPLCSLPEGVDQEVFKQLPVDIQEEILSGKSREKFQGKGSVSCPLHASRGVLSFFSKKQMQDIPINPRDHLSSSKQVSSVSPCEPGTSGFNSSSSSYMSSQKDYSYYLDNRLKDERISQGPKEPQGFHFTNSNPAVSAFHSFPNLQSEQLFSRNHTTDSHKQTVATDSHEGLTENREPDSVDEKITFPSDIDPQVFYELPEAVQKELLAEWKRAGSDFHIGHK
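Fluorescent replication assay read twice, at 0 min and 10 min after adding 50 nM (final) substrate. Enzyme (10 nM) and compounds were first incubated 15 min at room temperature; enzyme-free buffer wells were negative controls.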
ERG Ets-DNA blk: ERG Ets/DNA interaction inhibition; 0.028% of 370,000 active; P11308; Potency, µM (series often up to 76.9 µM), inactives show at the top dose FP activity, negative = inhibition, usual class: inhibitors; fluorescence polarization, His-ERG Ets domain / labelled DNA; active means well fitted inhibition curve with a large enough effect in the polarisation, with a control signal flat; inconclusive means small, poorly fitted or top-dose-only effect, or effect the other way, or a change in a side signal; inactive means no such curve, though single readings can be large or run the other way; the % refers to the polarisation;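 further: polarization taken with two DNA probes labelled with fluorescein and Texas red; potency means the concentration at half of the fitted maximal effect; % of control where 0% means no effect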
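His-tagged ERG Ets domain (1 uM in the protein solution; 300mM KCl, 50mM Tris-HCl, 1mM EDTA, 1mM DTT, pH 7.5) received compound, then a probe mix of 5 nM fluorescein-DNA and 100nM Texas-615-DNA. Fluorescence polarization was read for both dyes.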
12-LOX inh: inhibitors of human 12S-lipoxygenase ALOX12; P18054; purified 12hLO, xylenol orange hydroperoxide absorbance; Potency, µM (highest dose often 108 µM), inactives show at the highest dose activity change, negative = inhibition, most hits filed as inhibitors; 1.1% of 580,000 active; AID 1671190; further: potency means the concentration at half of the fitted maximal effect; on the % scale 0 is the no-effect control and ±100 the full control effect
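Purified human 12hLO (150 nM final) in 25 mM Hepes, 0.01% Triton X-100, pH 7.0 was preincubated 15 min at room temperature with compound. Then 40 uM arachidonic acid was added, 30 min. Hydroperoxide was read by Fe-XO absorbance ratio 573/405 nm.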
POLB inh: inhibitors of human DNA polymerase beta. P06746. 1.3% of 340,000 active. Potency, µM (top dose mostly 114 µM), inactives show at the highest dose activity change, negative = inhibition, hits mostly inhibitors. Pol beta primer extension/strand displacement, fluorescence kinetic; further: potency means the concentration at half of the fitted maximal effect; on the % scale 0 is the no-effect control and ±100 the full control effect
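Human Pol beta at 10 nM; strand-displacement substrate 50 nM final. Compound exposure 15 min at room temperature before start, reaction 10 min at room temperature.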
BLM inh: Bloom syndrome helicase (human) inhibition | P54132 | recombinant BLM DNA unwinding, fluorescence dequenching | Potency, µM (highest dose often 56.1 µM), for inactives: at the top dose activity change, negative = inhibition, actives largely listed as inhibitors | 0.2% of 350,000 active;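 further: potency means the concentration at half of the fitted maximal effect; plate controls were vehicle for no effect and no enzyme for full effect; nearly all actives have a fitted effect of over 35% in size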
APE1 inh: APE1 (human) endonuclease inhibition | P27695 | recombinant APE1, TAMRA/BHQ-2 abasic DNA cleavage fluorescence | Potency, µM (doses to about 65.8 µM), inactives show at the highest dose activity change, negative = inhibition, usual class: inhibitors | 0.35% of 350,000 active | AID 2517;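 further: potency means the concentration at half of the fitted maximal effect; plate controls were vehicle for no effect and reference inhibitor for full effect; nearly all actives have a fitted effect of over 55% in size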
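Measures dequenching upon AP-site incision of a 5'-TAMRA/3'-BHQ-2 THF-containing duplex, 50 nM; human APE1 0.75 nM after 15 min room-temperature exposure to compound; kinetic three-point read at one-minute spacing.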
TRHR ag: activates the human TRH receptor; AID 493084; P34981; 0.18% of 360,000 active; activation, % at 2 µM; TRHR cells, calcium flux fluo-8, FDSS agonist mode; in the data active means activation above about 30%; further: 0% is about no effect
Target sequence (P34981 whole entry, looked up): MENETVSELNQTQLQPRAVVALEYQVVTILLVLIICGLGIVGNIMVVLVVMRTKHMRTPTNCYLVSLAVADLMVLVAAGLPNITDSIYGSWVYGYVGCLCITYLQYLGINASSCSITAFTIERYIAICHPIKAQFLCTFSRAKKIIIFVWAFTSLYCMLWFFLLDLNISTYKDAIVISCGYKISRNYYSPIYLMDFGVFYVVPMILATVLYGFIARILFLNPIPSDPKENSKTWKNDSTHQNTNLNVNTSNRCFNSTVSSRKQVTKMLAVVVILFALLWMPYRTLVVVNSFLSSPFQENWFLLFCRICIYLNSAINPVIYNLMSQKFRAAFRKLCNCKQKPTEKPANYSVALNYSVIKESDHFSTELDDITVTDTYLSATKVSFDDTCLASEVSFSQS
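Read-out: compound-evoked intracellular calcium rise in TRHR cells, fluo-8 dye, kinetic FDSS fluorescence at 1 s/cycle following a 10-cycle baseline. Cells cultured overnight before dye loading (30 min–1.5 h, RT).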
Apoferritin bind: binds horse apoferritin like a general anesthetic | P02791 | apoferritin/1-aminoanthracene competitive binding, fluorescence | Potency, µM (series often up to 77.5 µM), for inactives: at the highest dose activity change, negative = displacement, hits mostly inhibitors | 0.074% of 350,000 active; further: potency means the concentration at half of the fitted maximal effect; on the % scale 0 is the no-effect control and ±100 the full control effect; nearly all actives have a fitted effect of over 20% in size
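In PBS, apoferritin at 10 uM is loaded with 1-AMA from a 50% saturated solution. After 10 min of compound exposure at ambient temperature, reduced 535 nm fluorescence indicates probe displacement.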
* = called active by the depositor; ? = inconclusive; . = no result given; & = joins results of further samples; [ ] = another dose, or the depositor's remark. Unless noted, the call rests on the fitted dose curve; in most records, active means well fitted curve in the direction sought with a large enough effect; inconclusive means small, poorly fitted or top-dose-only effect, or another doubt; inactive means no such curve, though single readings can be large; an effect the other way counts as inactive or inconclusive. Not all compounds are listed; rates above refer to the full screens.

Preview, three compounds:
| SMILES | POLK inh | Pol iota inh | ERG Ets-DNA blk | 12-LOX inh | POLB inh | BLM inh | APE1 inh | TRHR ag | Apoferritin bind |
| --- | --- | --- | --- | --- | --- | --- | --- | --- | --- |
| CCOC(=O)c1c(CNc2ccncc2)n(C)c2cc(Br)c(O)cc12 | -14% | -13% | -6% | -16% | 0% | 70%[activator] | -6% | 0.2 | -11% |
| COc1cccc(C2C(C(=O)c3cccs3)=C(O)C(=O)N2CCCn2ccnc2)c1OC (stereo not drawn) | . | . | . | . | 31% | -7% | 4% | -1.1 | -12% |
| COc1ccc(CNC(=O)C[C@H]2C(=O)N(C3CCCCC3)C[C@@H]2Cc2ccccc2)cc1 | 1% | 47%[activator] | 12% | 2% | -21% | -1% | 37% | 0.0 | -15% |

The list itself, from the start:
| SMILES | POLK inh | Pol iota inh | ERG Ets-DNA blk | 12-LOX inh | POLB inh | BLM inh | APE1 inh | TRHR ag | Apoferritin bind |
| --- | --- | --- | --- | --- | --- | --- | --- | --- | --- |
| CCOC(=O)c1c(CNc2ccncc2)n(C)c2cc(Br)c(O)cc12 | -14% | -13% | -6% | -16% | 0% | 70%[activator] | -6% | 0.2 | -11% |
| COc1cccc(C2C(C(=O)c3cccs3)=C(O)C(=O)N2CCCn2ccnc2)c1OC (stereo not drawn) | . | . | . | . | 31% | -7% | 4% | -1.1 | -12% |
| COc1ccc(CNC(=O)C[C@H]2C(=O)N(C3CCCCC3)C[C@@H]2Cc2ccccc2)cc1 | 1% | 47%[activator] | 12% | 2% | -21% | -1% | 37% | 0.0 | -15% |
| CCN1CCN(c2ccc(NC(=O)c3ccc(F)cc3)cc2Cl)CC1 | 4% | 50%[activator] | 0% | 19% | 25% | 0% | -1% | 0.7 | -13% |
| CCc1ccc(OCC2Cn3c(nc4c3c(=O)[nH]c(=O)n4C)O2)cc1 (stereo not drawn) | -2% | 18% | -3% | -17% | ? | -7% | -2% | -0.1 | -8% |
| O=C(/C=C/c1cccs1)NCc1ccc2c(c1)OCO2 | -8% | 117%[activator] | 3% | 3% | 28% | -11% | 17% | -1.2 | -11% |
| COc1ccc(C(=O)Oc2c(Sc3ccc(C)cc3)c(C)nn2C(C)(C)C)c(OC)c1 | -8% | ? | 0% | ? | 11% | -9% | . | 1.2 | 74%[activator] |
| CC(Sc1nc(-c2ccc(F)cc2)cs1)C(=O)Nc1ccc(Cl)cn1 (stereo not drawn) | -13% | 138%[activator] | -1% | 6% | -4% | 3% | 27% | 1.6 | 8% |
| Oc1c(C(c2ccccc2F)N2CCCC2)sc2nc(-c3ccco3)nn12 (stereo not drawn) | -1%[60.1 µM] | ? | -9% | ? | 6% | 3% | . | 0.2 | -3% |
| CCC(C)c1ccc(NC(=S)N2CCN(S(C)(=O)=O)CC2)cc1 (stereo not drawn) | -10% | 4% | -12% | -18% | -3% | -4% | 26% | -0.1 | -10% |
| O=C(COC(=O)Cc1cccs1)Nc1cccc(S(=O)(=O)N2CCOCC2)c1 | 1% | -18% | -2% | -27% | . | . | 42% | 0.5 | . |
| CCc1ccccc1NC(=O)Cn1c(-c2nonc2N)nc2ccccc21 | 4% | 17% | -3% | -26% | 7% | 0% | . | 0.8 | -3% |
| COc1ccc(-c2csc3nc(C)nc(N4CCN(C(C)=O)CC4)c23)cc1OC | -6% | 80%[activator] | 0% | -6% | 17% | -1% | -6% | 0.0 | -2% |
| O=C(O)CSC(=S)N1CCCC1 | -11% | 34%[activator] | -4% | -2% | -6% | -5% | -1% | 0.9 | 0% |
| COc1ccc(C2Nc3ccccc3C(=O)N2O)cc1CN1CCOCC1 (stereo not drawn) | -7% | 4% | -12% | -6% | -3% | 2% | 2% | -0.2 | -2% |
| COC(=O)c1cc(S(=O)(=O)N2CCN(c3cccc(C)c3)C(C)C2)c[nH]1 (stereo not drawn) | -4%&4% | -18%&13% | 13%&0% | -9%&-16% | -1%&-5% | -3%&-2% | 28% | -0.6&-0.6 | -18%&2% |
| Cc1ccc(C(C)C)c(Oc2nnnn2-c2ccccc2)c1 | -17% | -4% | . | 13% | -17% | -10% | -6% | 0.2 | -7% |
| CCCCOc1ccc(C(=O)NCC(=O)NC(C)CCc2ccccc2)cc1 (stereo not drawn) | -1% | 1% | -2% | -3% | 1% | -4% | -7% | 0.1 | -4% |
| Cc1sc2nc(COC(=O)c3ccc(N4CCCC4)c([N+](=O)[O-])c3)[nH]c(=O)c2c1C | -5% | 1% | 1% | 16% | -9% | -5% | 4% | 1.7 | -4% |
| CCN(CC)C(=O)CSc1n[nH]c(=O)n1CCc1ccccc1 | 3% | 27% | 3% | -2% | 46% | -3% | 28% | -0.5 | -1% |
| COc1ccc(OC)c(S(=O)(=O)N2c3cc(F)ccc3CCC2C)c1 (stereo not drawn) | -15% | 19% | -3% | 1% | -1% | -7% | 2% | -0.2 | -1% |
| CC(C)CNC(=O)COCc1cc(-c2ccc3c(c2)OCO3)on1 | -5% | 127%[activator] | 8% | -27% | -2% | 0% | -13% | 0.0 | -1% |
| Cc1cc(N2CCCCC2)nc2ccc(NC(=O)CCC(=O)N3CCN(c4ccccc4)CC3)cc12 | -12% | 9% | 10% | -26% | 1% | -6% | . | -0.1 | 196%[activator] |
| Cc1ccc(SCC(=O)OCC(=O)NCCC2=CCCCC2)cc1 | -9% | -7% | 17% | ? | . | . | 26% | 0.0 | . |
| O=Nc1c(O)[nH]c2ccc(F)cc12 | -7% | -18% | 4% | 2% | 11% | -2% | 1% | 1.5 | -7% |
| COc1ccc(/C=N/N(C)c2cc(=O)n(C)c(=O)[nH]2)cc1OC | -17% | 8% | -1% | 8% | -27% | -1% | 0% | -0.4 | -6% |
| Cc1c(Cl)cccc1NC(=O)CC(C(=O)O)C1CCCO1 (stereo not drawn) | -7% | 46%[activator] | -4% | 0% | -5% | -1% | 1% | -0.4 | -18% |
| O=C(Nc1nnc(S(=O)(=O)N2CCCCCC2)s1)c1ccccc1F | -2%&-1% | 5%&14% | -9%&2% | -1%[57.4 µM] | 1%&-23% | -3%&-8% | -6% | -0.3&0.2 | ? |
| COC(=O)c1sc(S(=O)(=O)N2CC(C)OC(C)C2)c(C(=O)OC)c1C (stereo not drawn) | -2% | 24% | 12% | -1% | . | . | -4% | -1.6 | . |
| CCOC(=O)c1c(NC(=O)CSc2nnc(-c3ccc(C)cc3)o2)sc(C(C)=O)c1C | -4% | 14% | 0% | 1% | 27% | -4% | -3% | 0.4 | -7% |
| O=C(COc1cc(Cl)c(Cl)cc1Cl)NC(=O)NC1CCCC1 | -17% | 1% | -1% | 25% | 1% | -8% | 0% | 0.3 | -6% |
| O=C(Nc1ccc(NC(=O)C2CC2)nc1)c1ccco1 | -16% | 12% | -3% | 131%[activator][57.4 µM] | 27% | -1% | 16% | 0.3 | -5% |
| Cc1cc(C)n(C(=O)CNC(=O)c2cccs2)n1 | 1% | 3% | -4% | 1% | 1% | 3% | -8% | 0.2 | -8% |
| O=C(NCc1ccccn1)c1c(O)c2c([nH]c1=O)CCCC2 | -7%[60.1 µM] | -26% | . | 9% | 32% | 0% | 2% | -0.8 | -5% |
| Cc1cccc(NC(=O)c2ccc3ccccc3n2)c1C | -17% | -2% | -4% | ? | 29% | -6% | 10% | -0.1 | ? |
| CC(=O)C1=C(C)NC(SCc2cccc3ccccc23)=C(C#N)C1c1ccco1 (stereo not drawn) | -12% | 0% | -27% | ? | -3% | -9% | -12% | -0.3 | 6% |
| CC(C)[C@@H](CSc1ccccc1)N1CCN(Cc2ccccc2)CCC1=O | -3%&-7% | 5%&87% | -4% | 0% | 87% | -2% | 19% | -1.3 | -12% |
| O=C(NC1CCCCC1)c1ccc(S(=O)(=O)N2CCOCC2)cc1 | -2% | 5% | . | 3% | 1% | 0% | 4% | 0.2 | -11% |
| COCCCNC(=O)c1sc2nc3n(c(=O)c2c1C)CCC3 | -5% | 2% | 2% | 1% | ? | -3% | . | 0.5 | 1% |
| CCOc1ccc(CCNC(=O)CN2C(=O)COc3ccc(S(=O)(=O)N(CC)CC)cc32)cc1 | -17% | 32%[activator] | 7% | 0% | -1% | -3% | . | -0.1 | 43%[activator] |
| CC(C)CCNC(=O)CCNS(=O)(=O)c1ccc(Cl)cc1 | -6% | 27% | -2% | 4% | 9% | 1% | 5% | -0.3 | 5% |
| CCOC(=O)c1cc(-c2ccccc2)n(Cc2cc(CC)no2)n1 | -5% | -10% | 3% | -25% | . | . | 13% | 0.2 | . |
| CCCn1cc(S(=O)(=O)c2ccc(C)cc2)c(=O)c2cc(F)c(N3CCCC3)cc21 | 4% | ? | -6% | ? | 16% | 2% | . | -0.1 | -3% |
| CN(C)c1ccc(C(CNS(=O)(=O)c2ccccc2)N2CCc3ccccc32)cc1 (stereo not drawn) | -10%[60.1 µM] | -20% | -4% | ? | 2% | -8% | . | -0.1 | 37%[activator] |
| COc1cc(C(=O)NCCSc2ccccc2)cc(OC)c1OC | -4% | -22% | -4% | 11% | 1% | -1% | -8% | -0.5 | 5% |
| Cc1cccc(-c2n[nH]c(=S)n2/N=C/c2ccc(C)o2)c1 | -7% | 19% | . | ? | 24% | 2% | -4% | -2.0 | -8% |
| COc1ccc(C2C(=O)N(C3CCC(C)CC3)CC(=O)N2Cc2ccc(C)cc2)cc1OC (stereo not drawn) | -14%[60.1 µM] | -10% | 7% | -9%&-53% | 27% | -3% | . | -0.7 | -8% |
| COc1cc(OC)c2c3c(c(C4CCCCC4)nc2c1)CCC3 | -14% | 7% | -7% | -1% | . | . | . | . | . |
| CS(=O)(=O)N(CC(=O)N1CCOCC1)c1cccc([N+](=O)[O-])c1 | 6% | -7% | -11% | 6% | 36% | -1% | -6% | 0.1 | -4% |
| COc1ccc(N2CCN(S(=O)(=O)CCNC(=O)COc3cccc(OC)c3)CC2)cc1 | 7% | -3%&6% | 3%&-3% | 15%&3% | -3%&13% | -1%&1% | 20% | -0.1&-0.4 | 0%&14% |
